IMPase cell inh = IMPase inhibition in cells; P97697; CHO-M1 cells, IP1 accumulation, HTRF TR-FRET ratio; inhibition (IP1 accumulation), % at 46.1 µM; 120,000 tested, under 10 active; active means well fitted curve in the direction sought with a large enough effect in the signal ratio, not every such curve was filed as active; inconclusive means small, poorly fitted or top-dose-only effect, or a change in a side signal; inactive means no such curve, though single readings can be large or run the other way; the % refers to the signal ratio;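 further: cells stimulated with carbachol in lithium chloride buffer; plate controls were DMSO basal wells for no effect and reference inhibitor wells for full effect; higher means more IMPase inhibition seen as more IP1 and lower FRET ratio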
Target sequence (P97697 whole entry, looked up): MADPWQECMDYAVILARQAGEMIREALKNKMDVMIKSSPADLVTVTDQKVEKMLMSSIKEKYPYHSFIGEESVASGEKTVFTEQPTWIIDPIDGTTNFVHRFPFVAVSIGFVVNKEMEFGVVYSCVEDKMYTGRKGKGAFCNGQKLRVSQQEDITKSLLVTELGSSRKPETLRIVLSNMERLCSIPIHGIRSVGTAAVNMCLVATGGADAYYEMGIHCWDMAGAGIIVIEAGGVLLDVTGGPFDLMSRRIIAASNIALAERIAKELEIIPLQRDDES
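Measured: the HTRF emission ratio (665/620 nm) plus the 620 nm donor channel, each fitted to the Hill equation to give AC50. Cells were CHO-M1 given compounds up to 46 uM and a 30 min carbachol stimulation at 37C.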
15-hLO-2 inh = 15-hLO-2 (ALOX15B) enzyme inhibition; O15296; purified 15hLO-2, xylenol orange hydroperoxide absorbance; Potency, µM (highest dose often 57.1 µM), without a hit: top-dose activity change, negative = inhibition, usual class: inhibitors; 110,000 compounds, 0.56% hits; AID 881; further: potency means the concentration at half of the fitted maximal effect; nearly all actives have a fitted effect of over 60% in size; many of its hits are not listed in these tables
Target sequence (O15296 whole entry, looked up): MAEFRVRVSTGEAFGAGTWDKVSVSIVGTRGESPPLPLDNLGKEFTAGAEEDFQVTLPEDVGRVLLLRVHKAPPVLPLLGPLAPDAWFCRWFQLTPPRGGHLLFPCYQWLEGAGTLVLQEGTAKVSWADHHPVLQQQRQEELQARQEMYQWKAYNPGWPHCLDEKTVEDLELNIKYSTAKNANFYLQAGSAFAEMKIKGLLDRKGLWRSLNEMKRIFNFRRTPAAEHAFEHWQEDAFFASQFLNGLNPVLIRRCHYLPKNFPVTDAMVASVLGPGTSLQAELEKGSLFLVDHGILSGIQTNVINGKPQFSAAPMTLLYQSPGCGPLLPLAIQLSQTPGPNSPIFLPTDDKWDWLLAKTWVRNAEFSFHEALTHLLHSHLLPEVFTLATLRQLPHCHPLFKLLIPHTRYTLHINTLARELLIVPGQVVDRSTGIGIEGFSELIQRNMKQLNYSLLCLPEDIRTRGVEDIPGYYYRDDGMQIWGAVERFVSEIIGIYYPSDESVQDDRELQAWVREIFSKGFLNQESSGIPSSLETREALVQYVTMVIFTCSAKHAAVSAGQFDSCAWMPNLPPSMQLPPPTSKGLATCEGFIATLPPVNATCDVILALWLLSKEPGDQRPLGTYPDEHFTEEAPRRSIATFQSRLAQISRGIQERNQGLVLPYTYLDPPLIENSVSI
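Purified human 15hLO-2 (50 nM final) preincubated with compounds 15 min at room temperature in 25 mM Hepes pH 7.5, 0.01% Triton X-100, then 45 uM arachidonic acid added for 90 min; hydroperoxide detected via ferrous/xylenol orange, 573/405 nm absorbance ratio.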
ALOX12 inhib = 12-hLO (ALOX12) enzyme inhibition; P18054; purified 12-hLO, xylenol orange hydroperoxide absorbance; Potency, µM (series often up to 57.1 µM), for the others: top-dose activity change, negative = inhibition, usual class: inhibitors; 150,000 compounds, 0.12% hits; AID 1452; further: potency means the concentration at half of the fitted maximal effect; nearly all actives have a fitted effect of over 55% in size; many of its hits are not listed in these tables
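Hydroperoxide output read as Fe(III)-xylenol orange absorbance, 573-to-405 nm ratio, after 30 min reaction with 40 uM arachidonic acid. Enzyme: 150 nM purified human 12hLO, 15 min compound preincubation; 25 mM Hepes pH 7.0, room temperature.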
PNC assembly inh = perinucleolar compartment assembly inhibition | 140,000 compounds, 3.1% hits | PC3M PTB-GFP, PNC prevalence imaging, 16 h; hits give low values | activity change (PNC), negative = inhibition, % at 10 µM | AID 2417;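 active means readout at or below -70, meaning at least 70% loss of cells showing the perinucleolar compartment, a nuclear body marking cancer cells; inconclusive means readout between -30 and a set limit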;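 further: plate controls were DMSO wells for no effect and camptothecin positive control wells for full effect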
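Compounds are pinned in duplicate onto adhered PC3M cells stably expressing GFP-tagged PTB and incubated 16 h at 37 C. Cells are then fixed, nuclei stained with Hoechst, and PNC-positive cells counted.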
* marks the source's active call; other numbers are inactive results; ? = inconclusive; nt = no result given; & = joins results of further samples; [ ] = another dose, or the depositor's remark. Unless noted, the call rests on the fitted dose curve; in most records, active means well fitted curve in the direction sought with a large enough effect; inconclusive means small, poorly fitted or top-dose-only effect, or another doubt; inactive means no such curve, though single readings can be large; an effect the other way counts as inactive or inconclusive. Unless noted, on the % scale 0 is the no-effect control and ±100 the full control effect.

SMILES	IMPase cell inh	15-hLO-2 inh	ALOX12 inhib	PNC assembly inh
COc1ccccc1Nc1nc(C)cs1	-10.3&-16.6	-16.3%&-3.0%	-2.3%&-7.8%	?
Cc1ccc(-c2csc3ncnc(Nc4ccc(N5CCOCC5)cc4)c23)cc1	10.1	3.2%	-0.6%	42.3
COc1ccc(OCc2nnc(SC(C)C(=O)Nc3nccs3)n2-c2ccccc2)cc1 (stereo not drawn)	4.5	2.9%	-3.9%	?
CCCc1nnc(NC(=O)C2CCCO2)s1 (stereo not drawn)	5.8	3.7%	-3.2%	-25.5
O=C(/C=C/c1ccc(Cl)c([N+](=O)[O-])c1)Nc1cccnc1	15.3	4.7%	1.9%	30.5
Cc1ccc(Nc2nc(N)nc(CSc3nccn3C)n2)cc1	3.0	6.7%	-0.7%	23.2
N#CC1=C(N)N=C(SCc2cccc3ccccc23)C(C(N)=O)C12CCCCC2 (stereo not drawn)	5.8	?	-5.9%	-2.9
O=C(CSCc1cccc(Br)c1)N=Nc1c(O)[nH]c2ccccc12	4.1	-11.8%	-6.4%	-5.6
Cn1c(CNC(=O)c2cccs2)nnc1SCC(=O)Nc1ccccc1	nt	nt	4.6%	27.1
Cc1ccc(Cn2ccc(NC(=O)c3nn(C)cc3[N+](=O)[O-])n2)cc1	nt	nt	2.2%	18.1
COc1ccc(CCNC(=O)Cn2cnc3c(cnn3-c3ccccc3Cl)c2=O)cc1OC	-0.9	-0.3%	-0.9%	8.7
CCN=C1SC(CC(=O)NCCc2ccc(OC)cc2)C(=O)N1CC (stereo not drawn)	5.8	-2.0%	8.7%	7.6
Cc1ccc(NS(=O)(=O)c2ccc(NC(=O)c3cccc(NC(=O)C(C)C)c3)cc2)cc1	7.1	-8.4%	-17.0%	-2.5
CCCNC(=O)Cn1nc([N+](=O)[O-])c([N+](=O)[O-])c1C	-0.7	nt	-8.8%	-9.7
Nc1cc(=O)[nH]c(SCc2ccc(Cl)cc2)n1	-5.8	-2.6%	3.4%	?
O=[N+]([O-])c1cccc(CSc2nnc(Cc3ccccc3)n2-c2ccc(F)cc2)c1	6.6	nt	-9.5%	4.9
Cc1cc(C)nc(SC2CCCCC2O)n1 (stereo not drawn)	-18.0	0.3%	3.1%	?
CCOC(=O)c1[nH]c2cc3c(cc2c1NC(=O)CN1CCC(C)CC1)OCO3	-1.5	19.1%	-8.0%	15.7
COc1ccc(CNc2nc(SCc3cc(=O)n4cc(Cl)ccc4n3)nc3ccccc23)cc1	-10.3	nt	4.7%	?
O=C(COC(=O)COc1ccccc1)Nc1ccccc1OC(F)F	-5.1	-4.8%	-1.6%	-15.2
N#C/C(=C/c1cn(-c2ccccc2)nc1-c1cccc(S(=O)(=O)N2CCOCC2)c1)C(=O)NCc1ccco1	nt	nt	-1.3%	11.8
O=C(CCCCCN1C(=O)c2ccccc2C1=O)Nc1ccc(F)cc1	4.4	nt	3.5%	-100.0*
Cc1ccccc1CSc1nc2n(n1)C(c1cccs1)C1=C(CCCC1=O)N2 (stereo not drawn)	9.1	-1.2%	-0.4%	?
CCC(=O)Nc1cccc(-c2nc3ccccc3o2)c1	-0.1[1.84 µM]	2.5%[11.4 µM]	0.7%	?
COc1cc(C2/C(=C(/O)c3ccc(F)cc3)C(=O)C(=O)N2CCCC(=O)O)ccc1O (stereo not drawn)	4.5	nt	-6.7%	57.4
COCc1nnc(NC(=O)CC(C)C)s1	?	nt	-1.5%	-24.8
NC(=O)C(CC(=O)O)NC(=O)[C@@H]1CCOc2c(I)cc([N+](=O)[O-])cc2C(=O)N[C@@H](CO)C(=O)N[C@@H](Cc2ccc(O)cc2)C(=O)N1 (stereo partly drawn)	nt	nt	-5.8%	-15.7
O=C(NCc1ccccc1)C(c1ccco1)N(C(=O)c1cnccn1)c1ccc(F)cc1 (stereo not drawn)	-5.3	4.8%	0.2%	80.1
CCCCCOC(=O)Nc1nnc(CCCCC)s1	11.7	-1.3%	-3.4%	42.1
Cc1ccc(S(=O)(=O)Cn2nnnc2C(C)N2CCN(C(=O)c3ccco3)CC2)cc1 (stereo not drawn)	8.6	-4.3%	-6.6%	-1.9
O=C(Cc1ccccc1)NC(=S)Nc1ccc2oc(-c3ccccc3F)nc2c1	11.1	-3.1%	-6.7%	-16.6
COc1cccc2[nH]c3c(N4CC(C)CC(C)C4)ncnc3c12 (stereo not drawn)	8.8	43.0%[activator]	7.1%	34.2
COC(=O)C(NC(=O)c1ccco1)(Nc1ccc(Br)cn1)C(F)(F)F (stereo not drawn)	8.6	-1.9%	-13.4%	8.0
Cc1ccc(Cn2nnc3c(=O)[nH]c(C4CCN(C(=O)Cc5cccs5)CC4)nc32)cc1	13.2	-4.3%	-13.0%	28.3
CC(=O)Oc1c(C)cc(O)c2ccccc12	14.2	-18.0%	-3.1%	-19.7
CCOC(=O)c1ccc(NC(=O)C2=C(C)Nc3nc(CCCO)nn3C2c2ccc(OC)cc2)cc1 (stereo not drawn)	5.5&2.8	34.9%[activator]	-3.3%	-14.6
Cc1nc(C)c(CC(=O)N/N=C/c2ccc(O)cc2)c(=O)[nH]1	nt	nt	-0.2%	13.9
COc1ccc(C2=NOC(C(=O)Nc3cc(C)on3)C2)cc1 (stereo not drawn)	2.8	4.8%	0.6%	-25.6
COc1ccc(C(NC(=O)c2cccnc2)c2cc(Cl)c3cccnc3c2O)cc1OC (stereo not drawn)	-8.8	44.4%[activator]	-12.4%	9.4
COc1ccc(C(=O)Nc2oc(-c3ccccc3)c(-c3ccccc3)c2C#N)cc1	6.1	-11.0%	2.5%	9.3
COc1cccc2c1nc(C)c1cc(C)oc12	9.2	5.9%	-11.4%	-25.7
O=C(O)c1ccccc1C(=O)N1CCN(c2ccccc2)CC1	-0.7	-0.8%	-5.5%	-25.6
CC(C)N(Cc1nc(-c2ccccc2)no1)C(=O)c1ccc(Cl)cc1	-2.9	5.1%	-9.6%	8.2
COC(=O)CSCC(=O)Nc1cc2c(cc1C(C)=O)OCO2	6.2	-4.6%	-10.3%	6.7
Cc1cc(C)nc(SCc2csc(N)n2)n1	-6.7	-7.3%	0.7%	11.0
Cc1ccc(CSCCC(=O)NCCc2ccc(Cl)cc2)cc1	3.6	nt	-3.4%	-12.2
COC(=O)C(C(=O)Nc1cc(C)on1)C1CCCCCC1 (stereo not drawn)	6.0	-2.5%	-4.6%	-10.4
O=C(CNc1ccccc1)N/N=C/c1cc([N+](=O)[O-])ccc1N1CCCC1	-2.1	-15.3%	-4.2%	-1.3
COc1ccc(NC(=O)[C@H](COCc2ccccc2)NC(=O)OC(C)(C)C)cc1	3.0	10.5%	-0.8%	?
Cc1ccc(OCCN2C(=O)c3ccccc3C2=O)cc1	1.3	3.5%	-6.9%	?

Profiles, looked up by structure. Screens in order: IMPase cell inh, 15-hLO-2 inh, ALOX12 inhib, PNC assembly inh
Cc1ccc(Cn2nnc3c(=O)[nH]c(C4CCN(C(=O)Cc5cccs5)CC4)nc32)cc1 across the screens: 13.2, -4.3%, -13.0%, 28.3
O=C(Cc1ccccc1)NC(=S)Nc1ccc2oc(-c3ccccc3F)nc2c1 across the screens: 11.1, -3.1%, -6.7%, -16.6

Rewritten as labelled records: part of the list above.
> COc1cccc2c1nc(C)c1cc(C)oc12
  IMPase cell inh: 9.2
  15-hLO-2 inh: 5.9%
  ALOX12 inhib: -11.4%
  PNC assembly inh: -25.7

> O=C(O)c1ccccc1C(=O)N1CCN(c2ccccc2)CC1
  IMPase cell inh: -0.7
  15-hLO-2 inh: -0.8%
  ALOX12 inhib: -5.5%
  PNC assembly inh: -25.6

Entries listed above marked active in PNC assembly inh:
SMILES	IMPase cell inh	15-hLO-2 inh	ALOX12 inhib	PNC assembly inh
O=C(CCCCCN1C(=O)c2ccccc2C1=O)Nc1ccc(F)cc1	4.4	nt	3.5%	-100.0*

(list continues)
SMILES	IMPase cell inh	15-hLO-2 inh	ALOX12 inhib	PNC assembly inh
Clc1ccc(Cc2ccc(Cl)nn2)c(Cl)c1	2.5	-15.3%	-8.0%	9.0
Cc1nc2ccc(S(=O)(=O)N(C)CC(=O)N3CCc4ccccc43)cc2s1	2.4	-4.1%	-6.8%	?
O=C(Cn1cnc2c(nnn2-c2cccc(Cl)c2)c1=O)N1CCOCC1	7.8	2.5%	4.1%	?
c1ccc2oc(SCc3nc4ccccc4s3)nc2c1	-17.2	-1.5%	-4.4%	?
O=C(NCc1ccco1)c1cnn2c(C(F)F)cc(-c3ccccc3)nc12	-3.5	-2.0%	4.0%	3.2
CCOC(=O)N1CCC(NC(=O)CS(=O)Cc2nc(-c3ccc(OC)c(OC)c3)oc2C)CC1 (stereo not drawn)	1.9	nt	13.5%	51.6
CCCCCC(=O)Nc1ccc(N2CCN(C(=O)c3ccccc3)CC2)cc1	4.9	-6.2%	-10.8%	-27.6
C=C(C(=O)c1ccccc1)C(CC(=O)c1ccccc1)c1ccccc1 (stereo not drawn)	1.4	nt	1.2%	-21.1
O=[N+]([O-])c1cccc(Cl)c1Cl	nt	3.6%	0.6%	nt
CCOC(=O)c1nn(-c2ccc(OCC)cc2)c2nc(-c3ccco3)c(C#N)c(=O)n12	nt	nt	3.9%	58.6

An excerpt from above in order of their number in IMPase cell inh, low to high:
SMILES	IMPase cell inh	15-hLO-2 inh	ALOX12 inhib	PNC assembly inh
COc1ccc(CNc2nc(SCc3cc(=O)n4cc(Cl)ccc4n3)nc3ccccc23)cc1	-10.3	nt	4.7%	?
Cc1ccc(OCCN2C(=O)c3ccccc3C2=O)cc1	1.3	3.5%	-6.9%	?
Cc1ccc(NS(=O)(=O)c2ccc(NC(=O)c3cccc(NC(=O)C(C)C)c3)cc2)cc1	7.1	-8.4%	-17.0%	-2.5

Following part:
SMILES	IMPase cell inh	15-hLO-2 inh	ALOX12 inhib	PNC assembly inh
Cc1cccc(NC(=O)c2ccc(C3SCC(=O)N3CCc3ccccc3)cc2)c1C (stereo not drawn)	6.9	-11.8%	-4.8%	-3.4
S=c1[nH]nc(COc2ccccc2)n1/N=C/C(Cl)=C/c1ccccc1	6.2	?	-3.9%	40.4
CCOc1ccc(CSC2=NCCN2)cc1[N+](=O)[O-]	nt	nt	-2.0%	-26.9
CCC1=NN(C(=O)Cc2ccc(OC)cc2)C(O)(C(F)(F)F)C1 (stereo not drawn)	-4.5	-11.5%	0.1%	15.0
Cc1nc(NCC2CCCO2)nc2c1C(=O)CC(C)(C)C2 (stereo not drawn)	-11.6	-1.8%	2.1%	?
CC(=O)Nc1ccc(OCC(O)Cn2c(C)nc3ccccc32)cc1 (stereo not drawn)	-3.3	5.6%	-2.9%	-1.5
CCN(CC(=O)Nc1ccc2c(c1)CCC2)Cc1nc2ccccc2c(=O)[nH]1	0.2	34.0%[activator]	-1.7%	-3.5
Cc1ccc2[nH]c(=O)c(C3C(C#N)=C(N)Oc4c3ccc3cccnc43)cc2c1 (stereo not drawn)	3.7	-16.5%	-26.5%	0.5
CS(=O)(=O)N(CC(=O)O)c1ccc(Oc2ccccc2)cc1	-12.8	-0.4%	-1.4%	33.7
COc1cc(OC)c(NC(=O)c2cccc(F)c2)cc1Cl	nt	nt	-1.7%	-12.6
Cc1ccc(C(=O)NC2CCCCCC2)o1	-2.0	-5.7%	5.4%	38.2
CCc1ccc(NC(=O)N(CCCN2CCOCC2)C(C)c2cc3cccc(OC)c3o2)cc1 (stereo not drawn)	15.0	47.3%[activator]	3.0%	0.7
O=C(CSc1nnc(-c2ccco2)o1)NC(=O)Cc1ccccc1	4.4	-5.1%	-5.3%	-0.5
C=CCn1c(COc2ccccc2F)nnc1SCC(=O)Nc1cc2oc3ccccc3c2cc1OC	-0.2	11.0%	-13.2%	13.3
Cc1ccc(OCC(=O)Nc2ccc(S(=O)(=O)Nc3ccccn3)cc2)c(C)c1	-7.8	nt	-0.1%	1.7
Cc1nn(CCc2n[nH]c(=S)n2C)c(C)c1Br	-2.2	-0.7%	-0.2%	19.1
Cc1cccc2sc(NC(=O)c3ccc(Cl)s3)nc12	4.2	17.3%	5.0%	15.5
O=C(Cn1c(Cc2ccccc2)nc2ccccc21)NCc1ccc2c(c1)OCO2	-3.2	nt	-1.4%	-25.0

High-throughput results from PubChem.
